From PubChem
Mdm2 ligase inh = blocks human Mdm2 ubiquitin ligase activity | cell-based MDM2 ubiquitination luciferase reporter, 2 h; 0 = plate control, 100 = twice control, blank-subtracted | signal enhancement, % at 5 µM | hit rate 0.11% among 210,000 | AID 1230;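 active = signal enhancement of 30% or more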;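 note: luminescence tracks abundance of the self-degrading MDM2-luciferase fusion protein; higher signal means inhibition of MDM2 E3 ligase activity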
Target sequence (Q00987 whole entry, looked up, the tested form may be a part): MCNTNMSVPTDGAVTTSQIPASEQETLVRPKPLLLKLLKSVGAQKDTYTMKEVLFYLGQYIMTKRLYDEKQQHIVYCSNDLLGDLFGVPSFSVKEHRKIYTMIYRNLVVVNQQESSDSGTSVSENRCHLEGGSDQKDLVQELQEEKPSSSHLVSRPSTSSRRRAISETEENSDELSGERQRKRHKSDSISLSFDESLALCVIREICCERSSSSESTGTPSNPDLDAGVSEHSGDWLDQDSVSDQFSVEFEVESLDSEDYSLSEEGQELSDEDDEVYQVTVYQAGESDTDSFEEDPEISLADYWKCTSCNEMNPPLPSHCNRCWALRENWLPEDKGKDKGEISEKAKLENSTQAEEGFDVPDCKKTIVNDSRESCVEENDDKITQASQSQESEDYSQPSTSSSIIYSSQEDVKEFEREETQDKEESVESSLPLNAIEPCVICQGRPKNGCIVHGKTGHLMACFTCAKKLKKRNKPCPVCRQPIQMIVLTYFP
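Buffer or medium: Cells held in DMEM | Assay system: Stable mammalian line carrying autodegrading MDM2–luciferase fusion reporter | Quantity: 2000 cells/well | Times: 4 h settle plus 2 h compound, 37 °C | Doses: One concentration, 5 µM, with 0.2% DMSO | Technique: Luminescence with SteadyLite reagent, 15 min at room temperature | Benchmarks: Plate controls and plate blanks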
Tb hexokinase = blocks Trypanosoma brucei hexokinase 1 activity; recombinant TbHK1, G6PDH-coupled NADH A340; inhibition, % at 10 µM; hit rate 0.11% among 220,000; AID 1430;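 active = inhibition of 50% or more in the single-dose primary screen; inactive = inhibition below 50%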
14-3-3 Bad PPI = disrupts binding of bovine 14-3-3 zeta to phospho-Bad peptide | P63103 | TR-FRET 14-3-3zeta/Dy647-pBad peptide displacement, 1 h | inhibition, % at 21.7 µM | hit rate 0.71% among 220,000;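 active = inhibition above about 70%, limit read from the data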;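 note: 0% = full 14-3-3 plus peptide FRET controls and 100% = background without 14-3-3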
Runt-SMMHC FRET = blocks binding of human RUNX1 Runt domain to CBFb-SMMHC; Q01196+Q13951; Cerulean-Runt/Venus-CBFb-SMMHC FRET ratio 530/480, 1 h; inhibition, % at 20 µM; hit rate 0.74% among 220,000; AID 1434;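 active = mean inhibition across duplicate retests at 20 µM reaching about 50%, limit read from the data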;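 note: 0% = DMSO wells and 100% = wells with excess untagged CBFb-SMMHC; inhibitors lower the FRET ratio by blocking Runt binding to CBFb-SMMHC; some results filed as inactive read as strong as hits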
Runt-CBFb FRET = inhibitors of human RUNX1 Runt domain binding to CBFb; Q01196+Q13951; Cerulean-Runt/Venus-CBFb FRET ratio 530/480, 1 h; inhibition, % at 20 µM; hit rate 0.46% among 220,000;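 active = inhibition over about 50% at 20 µM in the single-dose screen, limit read from the data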;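 note: 0% = DMSO wells and 100% = excess unlabeled CBFb competitor control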
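Assay system: Cerulean-Runt domain fusion protein, energy donor; Signal: fluorescence energy transfer, 422 nm excitation, 530/480 nm emission; Timing: 1 h compound exposure, room temperature; Control set: unlabeled CBFb; Medium: Tris buffer pH 7.5 with salts and BSA; Compound: single test concentration of 20 µM, 1% DMSO final; Probe or stimulus: Venus-CBFb 100 nM.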
EBV gp42 inh = blocks Epstein-Barr virus glycoprotein 42 binding. Q1HVG2. Fluorescence polarization binding assay, mP read-out. inhibition, % (tested at 21.74 µM). hit rate 0.42% among 220,000. AID 1085; in the data active = inhibition above about 50%
Target sequence (Q1HVG2 whole entry, looked up): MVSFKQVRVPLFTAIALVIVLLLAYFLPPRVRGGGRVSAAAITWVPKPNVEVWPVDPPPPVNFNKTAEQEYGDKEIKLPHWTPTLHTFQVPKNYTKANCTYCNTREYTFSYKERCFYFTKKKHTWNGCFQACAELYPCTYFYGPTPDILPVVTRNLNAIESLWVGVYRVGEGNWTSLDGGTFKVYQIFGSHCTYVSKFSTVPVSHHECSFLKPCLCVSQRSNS
NCF1 inh = inhibitors of human p47phox binding; P14598; p47phox/p22phox peptide binding, fluorescence polarization, 2 h; inhibition, % at 24.7 µM; hit rate 0.53% among 220,000;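 active = inhibition above about 30%, limit read from the data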;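 note: 0% = p47phox with labelled peptide and 100% = labelled peptide alone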
Target sequence (P14598 whole entry, looked up): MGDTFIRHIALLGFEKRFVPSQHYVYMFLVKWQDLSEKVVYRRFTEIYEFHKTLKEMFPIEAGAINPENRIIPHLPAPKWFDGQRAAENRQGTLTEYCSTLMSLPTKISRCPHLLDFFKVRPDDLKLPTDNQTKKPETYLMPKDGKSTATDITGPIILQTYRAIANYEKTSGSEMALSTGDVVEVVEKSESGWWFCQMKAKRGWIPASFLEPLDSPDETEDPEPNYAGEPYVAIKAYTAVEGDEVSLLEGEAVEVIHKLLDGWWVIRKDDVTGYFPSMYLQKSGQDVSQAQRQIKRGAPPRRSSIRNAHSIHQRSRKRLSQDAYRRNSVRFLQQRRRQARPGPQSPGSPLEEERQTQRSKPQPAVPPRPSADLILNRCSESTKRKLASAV
Hck Nef HTS = inhibitors of human Hck kinase activated by Nef | inhibition, % at 20 µM | Recombinant Hck-YEEI plus Nef, Z-Lyte FRET kinase assay | hit rate 0.68% among 220,000;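 active = Hck-Nef kinase inhibition above about 50%, limit read from the data; inactive = inhibition below that limit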;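 note: 0% = DMSO with Hck plus Nef and 100% = Hck alone without Nef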
zVAD death inh = blocks zVAD induced death of L929 cells; hit rate 0.38% among 220,000; viability rescue, % at 10 µM; L929 zVAD necroptosis rescue, ATP luminescence, 24 h; with zVAD 60 µM;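 active = activation, scaled between plate controls, above about 75%, limit read from the data; inactive = activation under that limit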;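 note: 0% = zVAD with DMSO and 100% = DMSO alone without zVAD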
* marks the source's active call; other numbers are inactive results; x = no result given; & = joins results of further samples; [ ] = dose if it differs, or a comment. An unsorted share of the library (roughly 3.2% active in at least one column).

entry	compound	Runt-SMMHC FRET	zVAD death inh	14-3-3 Bad PPI	NCF1 inh	EBV gp42 inh	Hck Nef HTS	Tb hexokinase	Runt-CBFb FRET	Mdm2 ligase inh
1	COc1ccc(-c2c(C(F)(F)F)oc3cc(OCC(=O)Nc4ccccc4C(F)(F)F)ccc3c2=O)cc1OC	-7	-0.5	-7	31*	1	6	-11	-6	-1
2	COC(=O)c1ccccc1NC(=O)CSCC(=O)Nc1ccccc1	-1	-0.5	-3	1	-5	0	-2	-3	-13
3	COCCn1c(CN2CCN(c3cccc(Cl)c3)CC2)nc2c1c(=O)n(C)c(=O)n2C	-2	-0.3	7	-1	-21	10	-7	-3	-14
4	CCOC(=O)c1c(NC(=O)CSc2nnnn2-c2ccccc2)sc2c1CCC(C)C2 (configuration not stated)	2	0.6	-9	-15	-8	-1	-10	0	-13
5	O=C(Nc1c(C(=O)N2CCCC2)cnn1-c1ccccc1)c1cccc(F)c1	0	-0.8	-11[fluorescence artefact?]	1	-4	-4	-2	-2	-9
6	CNC(=S)NC1CC2CCC(C1)N2Cc1ccccc1 (configuration not stated)	0	0.1	-7	-2	-2	-1	-5	x	-21
7	Cc1nc(NC(=O)CCC(=O)O)sc1C(=O)N(C)C	-1	0.1	4	-1	-3	0	4	0	-9
8	CN(C)S(=O)(=O)c1ccc2c(c1)c(=O)c(C(=O)N1CCN(c3ccccn3)CC1)cn2C	0	1.4	3	16	-4	2	-26	-4	-7
9	Clc1ccc(CNc2nc(CN3CCOCC3)nc3scc(-c4ccccc4)c23)cc1	-5	-0.1	-2[fluorescence artefact?]	4	3	1	-15	-5	x
10	CCn1c(CCNC(=O)c2cccs2)nnc1SCC(=O)Nc1cccc(Cl)c1	x	-0.2	5	-4	2	0	0	x	-4
11	Cc1cc(C)c(C(=O)Nc2cccc(F)c2)c(Cl)n1	0	3.3	-5	1	0	23	3	x	-8
12	COC(=O)c1[nH]c2ccc(Br)cc2c1NC(=O)CN1CCCc2ccccc21	0	0.1	-1	-24	-10	2	-9	x	-2
13	COc1ccc(NC(=O)C(c2ccc(OC)cc2)N(C)C(=O)c2cnccn2)cc1 (configuration not stated)	11	2.6	1	-12	-20	-2	-4	1	0
14	O=S(=O)(NCc1cc(-c2ccccc2Cl)no1)c1ccc(Cl)cc1	4	0.3	-4	-8	-12	1	4	-2	-73
15	CC(C)(C)C1CCc2nc(NC(=O)Cc3cn4ccsc4n3)sc2C1 (configuration not stated)	-8	76*	-7	-5	5	-1	3	-10	-15
16	O=C(/C=C/c1ccccc1F)c1ccoc1	-1	-0.2	9	-10	-14	2	-14	2	-8
17	COc1ccc(S(=O)(=O)Cc2ccc(C(=O)NCc3ccc(F)cc3)o2)cc1	-7	2.0	4	-4	-18	-1	3	2	-12
18	CCCc1cc(=O)[nH]c(SCC(=O)Nc2ccc(C)cc2)n1	2	12	-5	6	-14	15	-4	0	1
19	C=C(C)c1ccc(C(C)(C)NC(=O)N2CCN(C)CC2)cc1	4	-0.4	-15	0	-17	0	3	1	-15
20	O=C(NCc1ccccn1)c1cn(Cc2ccccc2)nn1	3	1.1	-8[fluorescence artefact?]	0	-24	8	3	-1	-9
21	COC(=O)CN1C(c2ccc(Cl)cc2)=Nc2ccc(Cl)cc2C1c1ccccc1 (configuration not stated)	0	0.2	0	-5	-3	-1	-6	-2	-5
22	CCCc1cc(=O)[nH]c(SCC(=O)c2ccc(S(=O)(=O)N3CCCC3)cc2)n1	-49	-0.2	-12[fluorescence artefact?]	-16	-12	1	0	0	4
23	O=C(O)CCCCC1SCC2NC(=O)NC21 (configuration not stated)	-1&-5	0.0&-0.3	-7&-1	-3&2	-11&15	-3&1	-7&-1	1&0	-4&-24
24	CC(C)(C)NC(=O)C(c1ccncc1)N(C(=O)Cn1nnc(-c2ccc(F)cc2)n1)c1ccccc1 (configuration not stated)	4	-0.4	-12	-14	-22	14	1	0	-8
25	CCOC(=O)C(=O)N1CCN(CC)CC1	8	x	3[fluorescence artefact?]	-4	-3	-8	-4	0	-23
26	CNC(=S)N/N=C/c1cn(Cc2ccc(C)cc2)c2ccccc12	-2	0.3	6	-16	-32	2	-6	1	-9
27	Cn1nc(-c2ccccc2)cc1NC(=O)Nc1ccccc1F	-3	0.4	0	1	-10	8	-14	2	-9
28	Cn1cc(C=O)c2cc(F)ccc21	-6	0.8	-9	2	-9	26	-6	1	-5
29	Cc1ccc(Sc2ccc(C(=O)N(C)C)cc2[N+](=O)[O-])cc1	-2	1.0	-8	-5	1	-9	0	-3	-15
30	O=C(CSc1ncc(C(=O)O)n1-c1ccc(F)cc1)NCc1ccc2c(c1)OCO2	-3	11	-17	-15	-17	23	-1	0	-21
31	CSc1ccccc1NC(=O)COC(=O)c1ccc(O)cc1	-1	3.2	-16	-7	2	6	3	0	-3
32	Cc1ccc2cc3c(NC(=O)c4cccnc4)nn(C)c3nc2c1	12	43	-4[fluorescence artefact?]	-19	-12	-2	-4	3	-25
33	CN(Cc1cccnc1)C(=O)CC1C(=O)NCCN1CC(c1ccccc1)c1ccccc1 (configuration not stated)	x	-0.8	-13	1	0	27	-5	x	3
34	Fc1ccc(-c2csc(NC3=NCCC3)n2)cc1	0	4.2	-4	-2	4	3	-5	2	-1
35	Cc1ccc(-c2ccc(CCC(=O)O)o2)cc1	13	0.2	-9	-5	-15	1	0	19	-9
36	O=C(c1cccs1)N(CCO)Cc1cc2cc3c(cc2[nH]c1=O)OCCO3	-1	0.7	11[fluorescence artefact?]	-9	-12	-3	9	-3	1
37	CCc1ccc(NC(=O)N(Cc2cccnc2)Cc2ccco2)cc1	5	-0.8	5	-1	-20	-15	0	0	-17
38	Nc1nnc(SCC(=O)N2CCN(c3ccccc3)CC2)s1	0	-0.1	7[fluorescence artefact?]	-8	-9	-1	4	-1	-15
39	O=C(Nc1ccc(N2CCOCC2)cc1)c1cc(F)c(F)cc1Cl	3	0.2	6[fluorescence artefact?]	-6	-8	1	-5	-1	-2
40	CCCCCC1CCC(c2ccc(/C(N)=N/O)cc2)CC1 (configuration not stated)	-1	0.7	-2	-13	-18	15	-4	-4	-14
41	O=C(CN1C(=O)C2C3C=CC(C3)C2C1=O)Nc1nc(SCc2ccc(Cl)cc2)n[nH]1 (configuration not stated)	5	0.1	6[fluorescence artefact?]	-8	-31	-1	3	1	3
42	COC1Cc2ccccc2N(C(=O)N2CCN(CCO)CC2)c2ccccc21 (configuration not stated)	7	-0.3	9[fluorescence artefact?]	-2	2	2	2	2	-3
43	O=C(Nc1ccccc1C(=O)N1CCOCC1)c1cccc(S(=O)(=O)N2CCCC2)c1	0	-0.2	8	-6	5	13	5	1	-11
44	CC(=O)N1C(=O)CC(C)N(C(C)=O)c2ccc([N+](=O)[O-])cc21 (configuration not stated)	-1	2.3	19[fluorescence artefact?]	-7	-14	5	-15	1	-6
45	CCCNS(=O)(=O)c1ccc(CCC(=O)NCc2ccco2)cc1	-4	0.6	7	1	-16	0	1	2	-6
46	CC1(C)N=C(N)N=C(N)N1c1cccc(CN)c1	1	0.0	1	-11	-25	25	-2	2	x
47	COC(=O)CSc1nc2nc(C)c(Br)cc2[nH]1	-2	0.1	-6[fluorescence artefact?]	-22	-12	-2	-12	2	-3
48	COc1ccc(NCC(=O)N/N=C2\CCc3ccccc32)cc1	-2	2.3	-9	-3	-14	-9	-11	-2	-2
49	CCCC(=O)OCC(=O)c1[nH]c(C)c(C(C)=O)c1C	1	0.7	-12	-3	1	0	-3	-1	-10
50	CC(=O)c1c(N2CCN(C(=O)C3CCCO3)CC2)nc(=S)n(-c2ccccc2)c1C (configuration not stated)	-4	0.0	-6	-3	-6	3	-13	2	-7
51	O=C(CN1CCN(c2ccccn2)CC1)Nc1ccc(OCc2ccccc2)cc1	0	0.1	-8	-11	-2	-1	-8	-5	-22
52	COCCn1c(C)cc(C(=O)CSc2nc(C)c(C)c(C)n2)c1C	-12	3.2	-15	-10	0	17	-7	0	-15
53	CCc1ccc(/C=N/NC(=O)c2cc(-c3ccncc3)nc3ccccc23)s1	-2	-1.0	3[fluorescence artefact?]	-11	-1	1	-16	-3	-10
54	Cc1cccc(Nc2nc3c(S(=O)(=O)c4ccccc4)nnn3c3ccccc23)c1	-25	0.2	22[fluorescence artefact?]	-6	-6	6	2	-3	-1
55	O=C(CN(C(=O)c1ccc2c(c1)OCCO2)c1ccccc1)NCC1CCCO1 (configuration not stated)	-5	-0.2	-3	5	-5	0	3	0	-15
56	CCn1cc(/C=N\NC(=O)c2ccccc2Cl)cn1	2	0.2	18	7	-25	7	-1	-1	2
57	COc1ccc(-c2ccnc(SCC(=O)N3CCOCC3)n2)cc1	3	-1.1	15	-8	-20	7	-6	0	-13
58	O=C(NCCc1c[nH]c2ccccc12)c1cnccn1	1	0.1	-10	-8	8	18	3	0	-6
59	Cc1nc(CCNC(=O)c2ccccc2)cs1	3	0.0	-1	5	-4	0	4	-1	-7
60	Cc1c(Cl)c([N+](=O)[O-])nn1CC(=O)NCc1ccco1	0	-0.2	4	-4	-9	1	-8	1	-18

2 entries from above, as labelled records.
39. O=C(Nc1ccc(N2CCOCC2)cc1)c1cc(F)c(F)cc1Cl
- Runt-SMMHC FRET: 3
- zVAD death inh: 0.2
- 14-3-3 Bad PPI: 6[fluorescence artefact?]
- NCF1 inh: -6
- EBV gp42 inh: -8
- Hck Nef HTS: 1
- Tb hexokinase: -5
- Runt-CBFb FRET: -1
- Mdm2 ligase inh: -2
40. CCCCCC1CCC(c2ccc(/C(N)=N/O)cc2)CC1 (configuration not stated)
- Runt-SMMHC FRET: -1
- zVAD death inh: 0.7
- 14-3-3 Bad PPI: -2
- NCF1 inh: -13
- EBV gp42 inh: -18
- Hck Nef HTS: 15
- Tb hexokinase: -4
- Runt-CBFb FRET: -4
- Mdm2 ligase inh: -14

(list continues)
entry	compound	Runt-SMMHC FRET	zVAD death inh	14-3-3 Bad PPI	NCF1 inh	EBV gp42 inh	Hck Nef HTS	Tb hexokinase	Runt-CBFb FRET	Mdm2 ligase inh
61	Cn1c(-c2sc3ccccc3c2Cl)n[nH]c1=S	8	-0.4	6	3	-1	-3	-3	-13	-8
62	COc1cccc(OC)c1C(=O)Nc1ccc2c(c1)OCCO2	3	0.1	1	-9	-11	3	6	1	-11
63	CC1(c2ccccc2)NC(=O)N(N)C1=O (configuration not stated)	-3	3.7	-6	0	-13	15	-4	0	-18
64	O=C(CSc1nnc(-c2cccs2)o1)Nc1cccc(S(=O)(=O)N2CCCCC2)c1	3	2.1	-3[fluorescence artefact?]	-25	-2	-2	26	1	1
65	c1ccc(C(c2ccccn2)c2ccccn2)cc1	1	-0.3	3	-3	-24	-36	-5	1	-9
66	COc1ccccc1OCC(=O)Nc1ccc2c(c1)C(=O)N(CC1CCCO1)C2=O (configuration not stated)	-3	1.1	-8	-3	3	8	2	0	-7
67	CCC1(C)SC(N)=NN1C(C)=O (configuration not stated)	-2	2.0	-8	4	-17	15	-5	0	0
68	COc1ccc(NC(=O)c2ccc(-c3nn(C)c(=O)c4ccccc34)cc2)cc1C(N)=O	0	0.4	-1	-15	-14	25	-6	2	x
69	Cn1nnc2cc(C(=O)N3CCC(c4ccccc4)C3)ccc21 (configuration not stated)	4	-0.2	-4	-8	-8	6	2	-1	9
